VLA-4 inh: inhibition in a human VLA-4 binding assay; P13612; VLA-4 expressing cells, ligand binding flow cytometry; inhibition, % (about 7 µM as worked out from the volumes in the protocol); hit rate 0.2% among 330,000; in the data active means inhibition above about 50%
Target sequence (P13612 whole entry, looked up): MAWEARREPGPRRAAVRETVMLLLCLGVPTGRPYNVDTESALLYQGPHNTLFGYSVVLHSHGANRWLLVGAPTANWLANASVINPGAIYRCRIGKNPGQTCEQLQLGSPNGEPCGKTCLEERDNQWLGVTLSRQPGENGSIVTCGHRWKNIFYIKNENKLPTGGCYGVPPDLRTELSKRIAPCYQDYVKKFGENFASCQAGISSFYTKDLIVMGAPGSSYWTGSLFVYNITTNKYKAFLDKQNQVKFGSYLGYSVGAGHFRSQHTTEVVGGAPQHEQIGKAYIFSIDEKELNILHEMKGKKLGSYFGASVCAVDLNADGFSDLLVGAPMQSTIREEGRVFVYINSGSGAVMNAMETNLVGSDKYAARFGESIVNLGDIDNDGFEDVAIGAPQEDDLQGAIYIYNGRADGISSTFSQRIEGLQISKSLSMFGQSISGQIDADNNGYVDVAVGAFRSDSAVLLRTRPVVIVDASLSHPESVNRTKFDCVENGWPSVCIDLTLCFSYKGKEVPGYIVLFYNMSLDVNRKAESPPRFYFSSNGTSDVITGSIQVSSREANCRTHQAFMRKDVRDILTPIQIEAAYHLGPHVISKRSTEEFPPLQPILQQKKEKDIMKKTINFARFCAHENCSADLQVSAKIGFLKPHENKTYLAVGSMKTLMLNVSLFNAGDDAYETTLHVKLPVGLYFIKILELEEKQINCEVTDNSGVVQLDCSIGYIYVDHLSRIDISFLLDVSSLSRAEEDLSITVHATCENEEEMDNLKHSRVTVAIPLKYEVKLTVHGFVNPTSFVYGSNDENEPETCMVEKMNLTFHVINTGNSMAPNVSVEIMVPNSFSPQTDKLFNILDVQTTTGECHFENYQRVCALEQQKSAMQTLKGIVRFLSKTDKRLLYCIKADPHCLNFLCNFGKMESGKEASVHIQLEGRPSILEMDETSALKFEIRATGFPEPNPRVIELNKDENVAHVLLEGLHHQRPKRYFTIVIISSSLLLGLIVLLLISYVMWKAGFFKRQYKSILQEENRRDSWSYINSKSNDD
GRK2 aptamer HTS: blocks RNA aptamer binding to human GRK2; AID 488847; inhibition of aptamer binding, % at 10 µM; hit rate 0.59% among 330,000; P25098; bead flow cytometry, FAM-aptamer displacement from GRK2;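 active means inhibition of aptamer binding above 40%, roughly 3 SD of noise, on plates passing a quality check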;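 further: median bead fluorescence of bound FAM aptamer so fluorescent compounds give negative values; no value below 0 was filed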
MEP2 TOR yeast: modulators of TOR pathway MEP2-GFP in S. cerevisiae | GFP response vs DMSO, % at 10 µM | S. cerevisiae MEP2-GFP strain, flow cytometry GFP, 3 h; 100% = DMSO control level | hit rate 0.51% among 330,000;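 active means GFP response versus DMSO above a set limit, roughly screen mean plus 3 SD, cut at about 180% in these data; inconclusive means fewer than 70 cells counted for a yeast strain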;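 further: median GFP fluorescence of the barcode-gated MEP2-GFP cells per well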
RPL19A TOR yeast: yeast TOR pathway RPL19A-GFP modulation; S. cerevisiae RPL19A-GFP strain, flow cytometry, 3 h; hits give low values; percent response vs DMSO, % at 10 µM; hit rate 0.3% among 330,000; AID 2025;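 active means percent response vs DMSO below 50%; inconclusive means fewer than 70 events counted for the yeast strain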;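 further: median channel GFP fluorescence of the barcoded RPL19A-GFP strain; ratio of sample median GFP to plate DMSO average so 100% = DMSO; lower means less RPL19A-GFP as with rapamycin TOR inhibition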
AGP1-GFP MLPCN: yeast TOR pathway AGP1-GFP modulation | S. cerevisiae AGP1-GFP multiplex flow cytometry, 3 h; GFP as percent of DMSO wells | hit rate 0.02% among 320,000 | AID 2066 | GFP response vs DMSO, % at 10 µM;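 active means GFP response relative to DMSO above a set limit, near screen average plus 3 SD, cut at about 150% in these data; inconclusive means fewer than 70 cells counted for the yeast strain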;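 further: median GFP channel fluorescence of the gated AGP1 strain per well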
LAP4-GFP MLPCN: yeast TOR pathway LAP4-GFP modulation | S. cerevisiae LAP4-GFP multiplex, flow cytometry GFP, 3 h; median GFP as percent of DMSO wells | GFP response vs DMSO, % at 10 µM | hit rate 0.34% among 320,000;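 active means GFP response vs DMSO above a set limit, about the screen mean plus 3 SD, cut at about 150% in these data; inconclusive means under 70 cell events counted for the yeast strain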
CR mimetic SO: yeast age-related superoxide inhibition as caloric restriction mimetic; S. cerevisiae aged cells, superoxide DHE fluorescence; hits give low values; superoxide response (% of plate mean), % at 10 µM; hit rate 0.18% among 330,000; AID 2690;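 active means superoxide response under a set limit, about three screen SD below normal, cut at about 65% in these data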;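 further: yeast aged for seven days with compound at 30 °C before DHE staining; 100% = average MFI of all compound-treated wells on the plate with controls excluded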
CIT2 TOR yeast: yeast TOR pathway CIT2-GFP modulation. S. cerevisiae CIT2-GFP strain, flow cytometry, 3 h; 100 means same as DMSO wells. GFP response vs DMSO, % at 10 µM. hit rate 0.065% among 320,000. AID 2029;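 active means GFP response relative to DMSO above a set limit, near the screen mean plus 3 SD, cut at about 150% in these data; inconclusive means Fewer than 70 cells measured for a yeast strain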;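 further: ratio of well median GFP fluorescence to mean of DMSO wells on the plate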
* = called active by the depositor; ? = inconclusive; / = not tested or not shown; [ ] = dose if it differs, or a comment.

SMILES | VLA-4 inh | GRK2 aptamer HTS | MEP2 TOR yeast | RPL19A TOR yeast | AGP1-GFP MLPCN | LAP4-GFP MLPCN | CR mimetic SO | CIT2 TOR yeast
COc1ccc(N2CCN(CCC(O)c3ccc4ccccc4c3)CC2)cc1 (stereo unspecified) | 1 | 0 | 105 | 103 | 92 | 87 | 98 | 102
COCC1CCN(C(=O)c2cc(COc3ccc(C)c(C)c3)on2)C1 (stereo unspecified) | 16 | 1 | 97 | 101 | 82 | 77 | 97 | 91
O=C(O)C1C2C=CC(C2)C1C(=O)N1CCc2ccccc21 (stereo unspecified) | 13 | 7 | 99 | 105 | 97 | 91 | 93 | /
CC(=O)Nc1ccc(Oc2ncccn2)c(Cl)c1 | -13 | 2 | 92 | 92 | 91 | 92 | 93 | 98
COC(=O)c1c(C)[nH]c(C(=O)N2CCN(c3ccc(OC)cc3)CC2)c1C | 10 | 0 | 93 | 93 | 95 | 99 | 87 | 97
CCOc1ccc2nc(SCCNS(=O)(=O)c3ccccc3)sc2c1 | -1 | 4 | 101 | 106 | 99 | 99 | 92 | 104
COc1ccc(NC(=O)c2oc3ccc(S(=O)(=O)N4CCOCC4)cc3c2C)cc1 | -2 | 0 | 95 | 98 | 97 | 107 | 125 | 93
Clc1ccccc1Nc1nc(-c2cccnc2)cs1 | 20 | 0 | 210*[may fluoresce violet] | 43*[may fluoresce violet] | ? | 82[may fluoresce violet] | 97 | ?
COc1cccc(C2c3[nH]c4ccccc4c3CCN2Cc2cnc(C)s2)c1OC (stereo unspecified) | 3 | 4 | 97 | 90 | 97 | 98 | 89 | 92
COCCN1C=C2C(=O)C(C)(OC(=O)C3CCCC3)C(=O)C(c3ccccc3)=C2C=C1CCCC(=O)OC (stereo unspecified) | 26 | 1 | 91 | 95 | 76 | 109 | 100 | 68
CCCCn1c(/N=C/c2cc(OC)ccc2O)nc2ccccc21 | 13 | 0 | 105 | 103 | 100 | 103 | 117 | 97
COc1cc(OC)cc(C(=O)NN(CCC#N)C2=NS(=O)(=O)c3ccccc32)c1 | -4 | 2 | 109 | 111 | 106 | 96 | 103 | 110
O=C(CN1CCN(C(=O)C2CCCO2)CC1)Nc1ccc(Cl)cc1 (stereo unspecified) | 23 | 2 | 139 | 107 | 111 | 107 | 100 | /
COc1ccc(S(N)(=O)=O)cc1C(=O)OCC1CCCCC1 | 4 | 1 | 111 | 103 | 104 | 96 | 98 | 108
Cn1c(=O)c2c(nc(NCCCO)n2CCc2ccccc2)n(C)c1=O | -9 | 0 | 108 | 100 | 98 | 111 | 88 | 94
CC(C)c1nc(SCC(=O)N2CCc3ccccc32)n[nH]1 | 7 | 0 | 101 | 93 | 92 | 96 | 109 | 87
CC1CCC2(CC1)NC(=O)N(Cc1nnc(-c3cccs3)o1)C2=O (stereo unspecified) | 24 | 1 | 96 | 99 | 101 | 100 | 104 | 104
O=C1CCCC2=C1C1(O)C(=O)c3ccccc3C1(O)O2 (stereo unspecified) | 16 | 25 | 93 | 102 | 105 | 98 | 104 | 111
Cc1csc(N/N=C/c2ccc(O)c([N+](=O)[O-])c2)n1 | 2 | 0 | 103 | 97 | 93 | 105 | 136 | 95
CCOC(=O)c1cc2sccc2n1CC(=O)N1CCN(C(=O)c2ccco2)CC1 | 7 | 4 | 95 | 93 | 99 | 98 | 93 | 100
O=C(C1CCN(S(=O)(=O)c2ccccc2F)CC1)N1CCc2ccccc21 | 2 | 1 | 98 | 96 | 100 | 105 | 115 | 98
c1ccc(-n2nnnc2Sc2ncnc3sc4c(c23)CCCC4)cc1 | 9 | 3 | 112 | 106 | 101 | 97 | 96 | 106
COc1ccccc1CNC(=O)c1cc(-c2ccccc2C)nn1CC1CC(c2cccnc2)=NO1 (stereo unspecified) | 13 | 1 | 94 | 96 | 67 | 80 | 108 | 101
CC(C)(C)NC(=O)[C@@H]1CN(Cc2cccnc2)CCN1C[C@@H](O)C[C@@H](Cc1ccccc1)C(=O)N[C@H]1c2ccccc2C[C@H]1O | -16 | 0 | 92 | 100 | 101 | 105 | 92 | 98
COc1ccc(-c2csc3nc(-c4cccnc4)nc(N4CCC(C(N)=O)CC4)c23)cc1OC | / | 0 | 101 | 103 | 104 | 97 | 81 | 96
CCOC(=O)N1CCN(C(=S)Nc2ccccc2C(C)C)CC1 | -8 | 0 | 98 | 96 | 104 | 103 | 93 | 97
C[N+]1(CCOS(=O)C23CC4CC(CC(C4)C2)C3)CCOCC1 (stereo unspecified) | 12 | 3 | 80 | 94 | / | 78 | 107 | 93
COC(=O)c1ccc(C(=O)NC2CCCc3c2cnn3-c2ccccc2F)nc1 (stereo unspecified) | 7 | 5 | 110 | 101 | 101 | 97 | 109 | 98
COC(=O)CCCC1=CC2=C(c3ccccc3)C(=O)C(C)(OC(=O)C3CCCC3)C(=O)C2=CN1CC(C)C (stereo unspecified) | -2 | 0 | 99 | 100 | 96 | 94 | 102 | 96
Cc1cccc2cc(C#N)c(SCC(=O)NCC3CCCO3)nc12 (stereo unspecified) | -12 | 3 | 111 | 100 | 100 | 108 | 118 | 101
O=C(O)c1cccc(CN2C(=O)S/C(=C/c3ccccc3[N+](=O)[O-])C2=O)c1 | 6 | 0 | 106 | 99 | 93 | 116 | 95 | 90
Cc1ccc(S(=O)(=O)Nc2ccc(Cl)cn2)cc1C | -1 | 0 | 99 | 100 | 98 | 89 | 107 | 115
O=C(Nc1ccccc1N1CCOCC1)c1ccc2ccccc2c1 | -9 | 0 | 100 | 105 | 96 | 93 | 114 | 100
O=C(COC(=O)c1cccs1)NCC1CCCCC1 | 4 | 0 | 100 | 100 | 93 | 92 | 118 | 96
CCN(CC)S(=O)(=O)c1ccc(-n2cnc3cc(C)c(C)cc32)nc1 | 2 | 3 | 106 | 93 | 88 | 80 | 102 | 94
O=C1c2ccccc2N2C(=O)c3ccccc3C2N1Cc1ccccc1 (stereo unspecified) | 10 | 1 | 95 | 89 | 90 | 104 | 97 | 81

Two records drawn at random from those above, as already listed:
SMILES | VLA-4 inh | GRK2 aptamer HTS | MEP2 TOR yeast | RPL19A TOR yeast | AGP1-GFP MLPCN | LAP4-GFP MLPCN | CR mimetic SO | CIT2 TOR yeast
O=C(COC(=O)c1cccs1)NCC1CCCCC1 | 4 | 0 | 100 | 100 | 93 | 92 | 118 | 96
O=C(Nc1ccccc1N1CCOCC1)c1ccc2ccccc2c1 | -9 | 0 | 100 | 105 | 96 | 93 | 114 | 100

Other compounds.
SMILES | VLA-4 inh | GRK2 aptamer HTS | MEP2 TOR yeast | RPL19A TOR yeast | AGP1-GFP MLPCN | LAP4-GFP MLPCN | CR mimetic SO | CIT2 TOR yeast
CCN(CC)c1ccc(C2C(C(=O)OCCOC)=C(C)NC3=C2C(=O)CCC3)cc1 (stereo unspecified) | 6 | 5 | 113 | 109 | 115 | 103 | 91 | 105
COc1ccc(S(=O)(=O)N2CCCC2C(=O)Nc2ccc(C(C)=O)cc2)cc1 (stereo unspecified) | -6 | 1 | 105 | 98 | 100 | 103 | 97 | 99
CCOc1ncccc1C(=O)Nc1cccc(S(=O)(=O)N2CCOCC2)c1 | -9 | 0 | 91 | 88 | 96 | 98 | 105 | 84
O=C(O)c1cccc(NC(=S)N/N=C/c2cccc(O)c2)c1 | 8 | 1 | 107 | 105 | 104 | 93 | 103 | 99
CC(NC(=O)CCC(=O)NC(C)C1COc2ccccc2O1)C1COc2ccccc2O1 (stereo unspecified) | 1 | 0 | 94 | 95 | 92 | 96 | 104 | 89
CC1(C)CC(=O)C2=C(C1)NC(=O)CC2c1ccc(F)cc1 (stereo unspecified) | 19 | 0 | 104 | 101 | 103 | 106 | 92 | 108
Cc1cccc(C(=O)c2c(N)sc3c2CCC(C)C3)c1 (stereo unspecified) | 6 | 0 | 98 | 98 | 97 | 96 | 93 | 89
COc1ccc(-c2cc(-c3cccs3)c(C#N)c(SCC(=O)NCc3ccccc3)n2)cc1 | 6 | 0 | 103 | 97 | 103 | 100 | 117 | 105
C[C@@H](CSc1ccc(Br)cc1)CN1CC[C@H](C(C)(C)C)CCC1=O | -3 | 0 | 84 | 97 | 94 | 100 | 91 | 105
Cc1ccc(S(=O)(=O)NC(=NC(C)C)c2ccccc2)cc1 | 4 | 6 | 120 | 94 | 90 | 102 | 99 | 93
Cc1ccc([N+](=O)[O-])cc1-c1ccc(/C=N\n2nnnc2N)o1 | 7 | 0 | 104 | 104 | 99 | 90 | 94 | 104
CCc1cccc(CC)c1NC(=O)COC(=O)c1ccc2c(c1)S(=O)(=O)c1ccccc1C2=O | -3 | 0 | 101 | 99 | 95 | 97 | 89 | 94
CSc1ncccc1C(=O)OCC(=O)N1CCN(C(=O)c2ccco2)CC1 | 2 | 0 | 94 | 94 | 95 | 94 | 113 | 96
COc1ccc(C(=O)Nc2ccnn2C2CCN(C(=O)c3cnsn3)CC2)cc1 | 18 | 0 | 90 | 104 | 100 | 88 | 103 | 101
CC1Sc2ccc(S(=O)(=O)N3CCN(c4cccc(Cl)c4)CC3)cc2NC1=O (stereo unspecified) | 12 | 0 | 112 | 100 | 100 | 99 | 109 | 98
Cc1ccc(NC(=O)c2ccc(-n3cccn3)c([N+](=O)[O-])c2)cc1C | 0 | 2 | 97 | 92 | 92 | 86 | 93 | 97
O=C(c1ccc(N2CCN(C(=O)c3ccc(F)cc3F)CC2)cc1)c1cccc(F)c1 | 9 | 2 | 102 | 104 | 93 | 111 | 90 | 89
Nc1nnc(CC(=O)N/N=C/c2ccccc2OCc2ccc(F)cc2)s1 | 2 | 0 | 98 | 98 | 100 | 111 | 114 | 91
COc1ccc(C(=O)N2CC3(C)CC2CC(C)(C)C3)cc1 (stereo unspecified) | -9 | 0 | 98 | 105 | 102 | 96 | 106 | 107
COCCSc1ccccc1C(=O)Nc1ccc2c(c1)OCO2 | -1 | 1 | 89 | 93 | 92 | 111 | 96 | 82
Cc1ccc(S(=O)(=O)C2C(=O)N(C)C3(C)CC2c2ccccc2O3)cc1 (stereo unspecified) | 20 | 1 | 95 | 96 | 97 | 100 | 143 | 88
COc1cccc(C(N)=O)c1OC(=O)Cc1ccccc1F | 1 | 1 | 104 | 105 | 91 | 95 | 95 | 95
COc1ccc(C2OCC3(CO2)SC(=O)NC3=O)cc1OC (stereo unspecified) | 12 | 2 | 97 | 91 | 99 | 97 | 104 | 95
COc1cc(CNCCNC(=O)c2nonc2N)ccc1OCc1ccc(Cl)cc1 | 11 | 0 | 100 | 106 | 98 | 98 | 103 | 92
COCCN(CCOC)S(=O)(=O)c1ccc(/C(O)=C(\C#N)c2nc3ccccc3[nH]2)cc1 | -3 | 3 | 92 | 95 | 97 | 94 | 93 | 97
CCCn1ncc(CN2CCN(CCc3ccccc3)C(CCO)C2)c1C (stereo unspecified) | -10 | 1 | 102 | 102 | 103 | 104 | 94 | 101
CC(C)(C)OC(=O)COc1cc(F)ccc1[N+](=O)[O-] | 0 | 0 | 95 | 103 | 97 | 113 | 103 | 105
CCOC(=O)c1c(C)n(C)c2ccc(OCC(O)Cn3c(C)nc4ccccc43)cc12 (stereo unspecified) | -4 | 0 | 93 | 91 | 94 | 90 | 88 | 95
O=C(CN1/C(=C(/O)c2ccccc2)C(=O)c2ccccc2S1(=O)=O)c1ccccc1 | 5 | 3 | 101 | 99 | 88 | 131 | 95 | 85
Cc1onc(-c2ccccc2)c1C(=O)N1CCN(CCc2ccccc2)CC1 | 0 | 1 | 104 | 101 | 102 | 102 | 76 | 99
Cn1c(=O)c2c(nc(Br)n2CCc2ccccc2)n(C)c1=O | 17 | 1 | 92 | / | 98 | 99 | 115 | 102
Cc1cc(C)c2c(N)c(C(=O)NNC(=O)c3ccccc3)sc2n1 | 4 | 0 | 100 | 100 | 104 | 100 | 92 | 97
Cc1nc(CNS(=O)(=O)c2ccc(F)cc2)cs1 | 3 | 3 | 108 | 104 | 99 | 95 | 112 | 111

Screening data as filed in PubChem.

Compounds as they come; any-hit rate near 1.7%.
